Bioassay records from PubChem.
LMNA splice mod: changes lamin A minigene splicing in HeLa cells; AID 1487; Potency, µM (top dose mostly 46.1 µM), for the others: at the top dose ratio change, negative = inhibition, hits mostly inhibitors; HeLa LMNA splicing GFP/RFP minigene ratio, 48 h; 200,000 compounds, 0.01% hits; active = well fitted inhibition curve with a large enough effect in the signal ratio, with a control signal flat, not every such curve was filed as active; inconclusive = small, poorly fitted or top-dose-only effect, or effect the other way, or a change in a side signal; the % refers to the signal ratio; also: potency is read from the fitted curve at half-maximal effect; % is scaled to controls: 0 for no effect and ±100 for the full control effect
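Read-out is the ratio of GFP to DsRed2 object intensity, acquired by 488 nm laser-scanning cytometry on HeLa lamin A-EGFP minigene reporter cells. Compound incubation 48 hrs at 37 °C in Opti-MEM with 2% FBS; DMSO 0.5% final.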
IMPase Li inh: cell-permeable IMPase inhibitors with lithium potentiation. CHO-M1 cells, IP1 TR-FRET (IP-One), carbachol + lithium. Potency, µM (titrated, usually from 59.4 µM), inactives show at the top dose activity, negative = IMPase inhibition, most hits filed as inhibitors. 210,000 compounds, 0.35% hits. AID 1457;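 also: IP1 builds up when IMPase is blocked and the TR-FRET signal falls; potency is read from the fitted curve at half-maximal effect; plate controls were basal vehicle for no effect and high inhibitor control for full effect; nearly all actives have a fitted effect of over 50% in size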
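CHO cells stably expressing M1 receptor (2000/well, cultured 16–30 h) treated 30 min at 37C with compound plus low lithium. Cytosolic IP1 by TR-FRET (665/620 ratio and 620 channel) after 10 min lysis; AC50 by Hill fit.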
NPSR antag: neuropeptide S receptor (human) antagonism, cAMP; CHO-NPSR cells, cAMP TR-FRET, antagonist mode; Potency, µM (highest dose often 38.3 µM), inactives show at the top dose activity change, negative = inhibition, actives largely listed as inhibitors; 220,000 compounds, 1% hits; AID 1461; also: potency is read from the fitted curve at half-maximal effect; % is scaled to controls: 0 for no effect and ±100 for the full control effect; nearly all actives have a fitted effect of over 50% in size; many of its hits are not listed in these tables
Target sequence (Q6W5P4 whole entry, looked up): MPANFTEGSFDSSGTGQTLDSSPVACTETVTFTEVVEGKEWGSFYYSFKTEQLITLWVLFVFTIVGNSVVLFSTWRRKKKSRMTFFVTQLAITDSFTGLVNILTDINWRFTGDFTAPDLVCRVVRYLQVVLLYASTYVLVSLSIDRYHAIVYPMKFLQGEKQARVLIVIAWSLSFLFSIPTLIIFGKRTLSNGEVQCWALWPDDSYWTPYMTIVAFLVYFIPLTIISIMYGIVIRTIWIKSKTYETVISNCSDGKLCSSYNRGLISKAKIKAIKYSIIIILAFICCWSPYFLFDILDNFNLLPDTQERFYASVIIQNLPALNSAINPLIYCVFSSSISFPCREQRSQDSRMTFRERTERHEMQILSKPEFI
Epigenetic derep: regulators of epigenetic silencing causing reporter derepression in mouse cells; murine LDR cells, GFP reporter derepression, 30 h; Potency, µM (doses to about 53.9 µM), for inactives: top-dose GFP activation, most hits filed as activators; 280,000 compounds, 0.2% hits; AID 1865; also: potency is read from the fitted curve at half-maximal effect; % of control where 0% means no effect; nearly all actives have a fitted effect of over 60% in size
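Reporter derepression read as number of fluorescent GFP-positive objects, 20-120 um in size, counted by laser-scanning cytometer. Mouse LDR line with an epigenetically silenced CMV-GFP locus; compound incubation 30 h, 37 C.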
aGal spleen mod: alpha-galactosidase A (human) modulation | human spleen homogenate, 4MU-alpha-Gal fluorescence, 40 min | Potency, µM (highest dose often 80 µM), for inactives: at the top dose activity change, negative = inhibition, hits mostly inhibitors | 240,000 compounds, 0.008% hits | AID 2107;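 also: potency is read from the fitted curve at half-maximal effect; 0% = enzyme with vehicle and -100% = no enzyme basal signal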
Target sequence (P06280 32-429 limits assumed): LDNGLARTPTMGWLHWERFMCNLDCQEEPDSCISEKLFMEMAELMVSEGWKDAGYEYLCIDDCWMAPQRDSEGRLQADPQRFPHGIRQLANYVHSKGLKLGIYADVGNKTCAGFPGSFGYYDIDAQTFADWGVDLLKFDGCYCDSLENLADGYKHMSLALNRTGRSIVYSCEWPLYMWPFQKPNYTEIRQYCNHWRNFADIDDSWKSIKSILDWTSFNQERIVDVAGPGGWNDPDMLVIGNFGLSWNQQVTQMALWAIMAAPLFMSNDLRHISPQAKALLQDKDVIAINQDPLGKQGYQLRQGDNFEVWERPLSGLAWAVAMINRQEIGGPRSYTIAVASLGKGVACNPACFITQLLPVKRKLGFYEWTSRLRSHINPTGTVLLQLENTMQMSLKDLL
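Fluorogenic readout (Ex 365/Em 440 nm) of 4-methylumbelliferone released from 1 mM 4-MU-alpha-galactoside by spleen homogenate, 40 min at 37C, pH 5.0. Data normalized to no-enzyme and enzyme controls; Hill-equation AC50 from compound titrations.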
CBFb-RUNX1 inh: blocks binding between human CBF-beta and RUNX1 | Potency, µM (top dose mostly 59.8 µM), without a hit: top-dose activity, negative = inhibition, actives largely listed as inhibitors | 230,000 tested, under 10 active | Q01196+Q13951 | AlphaScreen CBFb-His/RUNX1-biotin binding, biochemical; also: % of control where 0% means no effect
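AlphaScreen proximity signal reports loss of binding between His-tagged CBF-beta and biotin-labelled RUNX1, each at 30 nM. Proteins are pre-associated for 20 minutes, compounds added for 15 minutes, then beads for 90 minutes, all at ambient temperature.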
Luc counter: counter-screen: inhibitors of Kinase-Glo firefly luciferase; Potency, µM (doses to about 38.3 µM), for the others: at the top dose activity change, negative = inhibition, hits mostly inhibitors; 200,000 compounds, 0.28% hits; Kinase-Glo luciferase, ATP luminescence, 8 min; Q27757; also: potency is read from the fitted curve at half-maximal effect; % is scaled to controls: 0 for no effect and ±100 for the full control effect; nearly all actives have a fitted effect of over 60% in size
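Inhibition of Kinase-Glo luciferase light generation was assessed at 10 uM ATP in pH 7.2 imidazole buffer, with luminescence measured after eight minutes at ambient temperature.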
* hit, by the source's call; ? = inconclusive; · = not tested or not shown; & = joins results of further samples; [ ] = remark or other dose. Unless noted, calls follow the shape of the dose curve; as a rule, active = well fitted curve in the direction sought with a large enough effect; inconclusive = small, poorly fitted or top-dose-only effect, or another doubt; inactive = no such curve, though single readings can be large; an effect the other way counts as inactive or inconclusive.

Start of the listing, in advance (4 entries):
SMILES | LMNA splice mod | IMPase Li inh | NPSR antag | Epigenetic derep | aGal spleen mod | CBFb-RUNX1 inh | Luc counter
C/C(N)=C(\C#N)C(=O)NCCc1ccccn1 | 0% | 14%[38.3 µM] | 5%[46.1 µM] | -0.8% | 2% | 4% | -1%
CN(C)CCCNc1cc(C(C)(C)C)nc2c(-c3ccc(Cl)cc3)cnn12 | · | · | ? | 0.1% | 2% | 8% | ·
Cc1cc(NC(=O)CN2CCCCC2C)no1 (centres undefined) | 9% | -2%[38.3 µM] | 4%[46.1 µM] | 6.7% | 7% | 0% | 1%
CC1CCC2C(=O)N(c3ccccc3OC(=O)c3ccccc3F)C(=O)C2C1 (centres undefined) | -10%[46 µM] | 4% | -3% | -1.4% | 0% | -1% | 2%

The list itself, repeating the preview:
SMILES | LMNA splice mod | IMPase Li inh | NPSR antag | Epigenetic derep | aGal spleen mod | CBFb-RUNX1 inh | Luc counter
C/C(N)=C(\C#N)C(=O)NCCc1ccccn1 | 0% | 14%[38.3 µM] | 5%[46.1 µM] | -0.8% | 2% | 4% | -1%
CN(C)CCCNc1cc(C(C)(C)C)nc2c(-c3ccc(Cl)cc3)cnn12 | · | · | ? | 0.1% | 2% | 8% | ·
Cc1cc(NC(=O)CN2CCCCC2C)no1 (centres undefined) | 9% | -2%[38.3 µM] | 4%[46.1 µM] | 6.7% | 7% | 0% | 1%
CC1CCC2C(=O)N(c3ccccc3OC(=O)c3ccccc3F)C(=O)C2C1 (centres undefined) | -10%[46 µM] | 4% | -3% | -1.4% | 0% | -1% | 2%
O=c1nc(N2CCOCC2)ccn1Cc1ccc(Br)cc1 | -8% | 20%[38.3 µM] | -8%[46.1 µM] | 0.0% | -20% | 8% | 5%
O=C(CN(CC1CCCO1)C(=O)CCC(=O)Nc1ccccn1)NCC1CCCO1 (centres undefined) | 5% | 5%[38.3 µM] | -2%[46.1 µM] | 0.0% | 1% | 5% | -5%
COc1cccc(CNS(=O)(=O)c2ccc(S(=O)(=O)N3CCCC3)cc2)c1 | · | 8% | -12% | -1.1% | 2% | 1% | 1%
CCN(CC)C(=O)CSc1nnc([C@@H](NC(=O)OC(C)(C)C)C(C)C)o1 | 1% | 7%[38.3 µM] | -1%[46.1 µM] | 0.0% | 12% | 4% | 1%
COc1cccc(/C=N/NC(=O)C(=O)NCc2ccco2)c1O | ? | -3% | -5%[46.1 µM] | 0.0% | -5% | -1% | -1%
COc1ccc(C(c2sc3nc(C)nn3c2O)N2CCC(O)CC2)cc1OC (centres undefined) | -6% | 22%[38.3 µM] | -6%[46.1 µM] | 0.0% | 2% | 5% | 0%
COC(=O)c1ccccc1NC(=O)COc1ccc(S(=O)(=O)N2CCCC2)cc1C | 11% | 41%[activator][38.3 µM] | ? | -1.1% | 2% | 4% | 4%
S=c1[nH]nc(-c2ccc3ncccc3c2)n1-c1ccc2c(c1)OCCO2 | · | 21% | -20% | 0.0% | -1% | -5% | 1%
CC(NC(=S)NCCN1CCOCC1)C12CC3CC(CC(C3)C1)C2 (centres undefined) | 3%[9.22 µM] | 0% | -6% | -0.8%[10.1 µM] | -1% | -1% | 2%
Cc1ccc(-c2csc(NC(=O)CSc3nc4ccccc4o3)n2)cc1 | 9% | 6% | -11% | -1.3% | ? | 0% | -1%
O=C(Cc1ccc(Cl)cc1)NNC(=O)c1cnccn1 | -9% | -7% | 24% | -1.9% | 0% | -18% | -1%
COc1ccc(NC(=O)Nc2nnc(-c3ccccc3SCc3ccccc3)s2)cc1 | 30% | -10%[38.3 µM] | -24%[46.1 µM] | -0.3% | 9% | -3% | -3%
CCOC(=O)c1[nH]c(C)c(/C(O)=C2\C(=O)C(=O)N(CCN(C)C)C2c2cccc(OC)c2OC)c1C (centres undefined) | -23% | ? | 22%[46.1 µM] | 0.3% | -5% | -7% | -1%
Cn1cc(S(=O)(=O)N2CCC(C(N)=O)CC2)c(=O)n(C)c1=O | · | -5% | -11% | -1.2% | -3% | 6% | ·
COc1ccc(N/C=C/C(=O)c2sc(-c3ccccc3)nc2C)cc1 | ? | 0%[38.3 µM] | -14%[46.1 µM] | 1.9% | 5% | -4% | -1%
CCOC(=O)c1cnc2ccccc2c1NCCc1ccc(OC)c(OC)c1 | 1% | 8%[38.3 µM] | ? | -3.5%&0.0% | 0% | 3% | -2%
CCOc1ccc(Nc2nc(NCCN3CCOCC3)nc(OC)n2)cc1 | 1% | 40%[activator][38.3 µM] | -11%[46.1 µM] | 0.8% | -5% | -1% | -3%
COc1ccc(NC(=O)CSc2nnc(C)n2Cc2ccccc2)cc1 | 22% | -3%[38.3 µM] | ? | 5.3% | 9% | 0% | -2%
C/C(=N\NC(=S)NC1CCCCC1)c1ccc(OC(F)F)cc1OC(F)F | · | 29% | -58% | -3.5% | -3% | -1% | 3%
NC(=O)c1cccnc1Nc1cccc([N+](=O)[O-])c1 | 6%[46 µM] | 9% | 0% | 1.9% | 4% | -3% | 1%
COC(=O)Cn1c(=NC(=O)c2ccc(S(=O)(=O)N3CCc4ccccc4C3)cc2)sc2cc(OC)ccc21 | 8% | ? | -5% | 1.3% | -9% | 3% | 2%
Cc1oc(CC(C)C)cc1C(=O)NCCCC(=O)O | 0%[46 µM] | -1% | -6% | 2.2% | 3% | 2% | -3%
COc1ccccc1C1=NN(C(=S)Nc2ccccc2)C(c2ccco2)C1 (centres undefined) | 2% | -4%[38.3 µM] | ? | -1.2% | 14% | -22% | -4%
CCOC(=O)C1(CCCc2ccccc2)CCN(C(=O)Cn2nc(C)nc2C)CC1 | · | · | 7% | 0.0% | -1% | 0% | ·
OC(c1ccc(Cl)cc1)C(O)c1nc2ccccc2[nH]1 (centres undefined) | -5% | 25%[38.3 µM] | 6%[46.1 µM] | 0.7% | 3% | 3% | -4%
Cc1cc(NC(=O)CCCn2cc([N+](=O)[O-])cn2)n(Cc2ccc(F)cc2)n1 | · | 5% | -8% | -0.1% | -11% | 0% | 3%
CCN(CC)C(=S)SSC(=S)N(CC)CC | ? | 15%&12%&34%&15%&10% | ? | 0.25µM* | 9% | · | -5%
O=C(CSCc1cccc(Br)c1)NC1CC1 | ? | -7% | 11% | -1.0% | 9% | 0% | -3%
CCOc1cc(CN2CCOCC2)cc(C(C)=O)c1 | 5% | 13%[38.3 µM] | 4%[46.1 µM] | 0.1% | 8% | -1% | -1%
Cc1ncoc1C(=O)N1CCCC(C(=O)c2cccc(C(F)(F)F)c2)C1 (centres undefined) | ? | 17% | 4% | 0.2% | -4% | 2% | 4%
O=C(Cc1ccccc1)c1nc2ccccc2s1 | -13% | -5% | -5% | -2.4% | 2% | -21% | -13%
CCCCCCCCC#Cc1nc(C)ccc1OC | · | 11% | · | -0.1%[96.6 µM] | 0%[119 µM] | 17%[89.1 µM] | 1%[39.9 µM]
CC(=O)c1c(C)nc(-c2ccc(Cl)cc2)nc1N | · | -5% | 1% | -0.2% | -4% | 22% | -6%
Cc1ccc(Oc2ncnc(N)c2[N+](=O)[O-])cc1C | -5%[46 µM] | 13% | 9% | 2.2% | -8% | -2% | -1%
c1ccc(-c2nnc(-c3ccccn3)nc2NC2CCCCC2)cc1 | ? | 23%[38.3 µM] | 10µM* | 0.7% | 6% | · | -7%
COC(=O)c1c(NC(=O)c2cccnc2)sc(C)c1C | 2% | 10%[38.3 µM] | -22%[46.1 µM] | 3.7% | 4% | 4% | -5%
Cc1cc(/C=N/n2cnnc2)c(C)n1-c1cccc(C(=O)O)c1 | ? | -12%[38.3 µM] | -30%[46.1 µM] | 1.1% | 15% | -12% | 0%
Cc1ccnc(NC(=O)Cc2ccc(F)cc2)n1 | · | · | 7% | 0.2% | 6% | 3% | ·
O=C(NCc1ccc2c(c1)OCO2)c1ccc2c(c1)N(Cc1c(F)cccc1Cl)C(=O)CS2 | ? | 15% | -16% | 0.3% | 4% | -7% | 1%
COc1cccc2c(SCC(=O)N/N=C/c3ccc(O)cc3O)cc(C)nc12 | · | 22% | 1% | 1.1% | 5% | -9% | 1%
CNc1c(N=Cc2cccnc2)c(=O)n(C)c(=O)n1C | -4% | 2% | 13% | -2.5% | 3% | 8% | 2%
C[C@@]12CCC(=O)C=C1C=CC1C2CC[C@]2(C)C1CC[C@@]21CCC(=O)O1 (some centres undefined) | · | 20% | · | 0.8% | 14% | 22% | -3%
CCOc1ccc(CNC(=O)CCc2cn(Cc3ccccc3)c3ccccc23)cc1 | -5% | 5% | -5% | 3.2% | 0% | 2%[2.36 µM] | 2%
Cc1ccc(C)c(N2CCN(CC3CC=CCC3)CC2)c1 (centres undefined) | 5% | 35%[activator][38.3 µM] | -14%[46.1 µM] | -0.3% | -2% | 0% | 1%
Cc1cccc2[nH]c(SCC(=O)O)nc12 | 11%[46 µM] | 9% | 16% | -1.5% | 8% | 10% | 1%
Cc1cc(NC(=O)COC(=O)[C@@H](NS(=O)(=O)c2ccccc2)C(C)C)no1 | 2%[46 µM] | -5% | 6% | -3.0% | -6% | -1% | -3%

The list continues.
SMILES | LMNA splice mod | IMPase Li inh | NPSR antag | Epigenetic derep | aGal spleen mod | CBFb-RUNX1 inh | Luc counter
COc1ccc(Cl)cc1-n1c(C)cc(C=O)c1C | 3% | 21%[38.3 µM] | -14%[46.1 µM] | -1.0% | 2% | -4% | -4%
COC(=O)c1sccc1NC(=O)CC1C(=O)NCCN1C(=O)c1ccccc1 (centres undefined) | · | · | 9% | 1.1% | -1% | -8% | ·
CC(C)COC(=O)C(N)C(C(=O)OCC(C)C)c1ccccc1 (centres undefined) | 4% | 9%[38.3 µM] | 1%[46.1 µM] | 0.0% | 0% | 12% | -4%
COc1ccc(NC(=O)CSc2nc(O)cc(=O)n2C)cc1 | 18% | 15%[38.3 µM] | 6%[46.1 µM] | 0.8% | 11% | 7% | 3%
CC(=O)Nc1ccc(-c2csc(NNC(=O)c3ccc(C)cc3)n2)cc1 | -14%[9.22 µM] | 5% | -2% | 1.1% | -2% | -4% | 0%
O=C(CN1C(=O)CSc2ccccc21)Nc1ccc2c(c1)OCCO2 | -12% | -6%[38.3 µM] | -7%[46.1 µM] | -3.0% | 5% | -4% | 0%
Cc1cc(C(=O)NNc2ccc(C(C)C)cc2)n(C(C)(C)C)n1 | · | · | 4% | -1.2% | -4% | 10% | ·
CCc1ccccc1N1C(=O)C2CC=CCC2C1=O (centres undefined) | ? | -3%[38.3 µM] | -10%[46.1 µM] | -1.1% | -19% | 0% | -4%

The list is partial; the hit share may differ from the screen's.
